Screens: PubChem BioAssay, several laboratories
Mtb RmlCD inh: blocks M. tuberculosis RmlC and RmlD coupled enzymes. AID 1533. RmlC+RmlD coupled enzyme assay, percent inhibition; primary screen in compound mixtures. P9WH09+P9WH11. 160,000 tested, 0.03% active. inhibition, % at 3.6 µM; in the data active = inhibition mostly above about 34%, no sharp cut-off; note: some results filed as inactive read as strong as hits
Target sequence (P9WH09 whole entry, looked up): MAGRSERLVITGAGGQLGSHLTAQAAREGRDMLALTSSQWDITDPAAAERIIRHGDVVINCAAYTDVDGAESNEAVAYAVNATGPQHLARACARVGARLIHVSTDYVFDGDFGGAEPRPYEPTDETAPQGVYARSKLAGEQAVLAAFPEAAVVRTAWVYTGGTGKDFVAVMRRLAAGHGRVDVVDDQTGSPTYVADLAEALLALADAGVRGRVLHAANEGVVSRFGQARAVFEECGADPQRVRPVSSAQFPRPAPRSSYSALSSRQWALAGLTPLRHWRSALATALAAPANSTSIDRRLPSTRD
Target sequence (P9WH11 whole entry, looked up): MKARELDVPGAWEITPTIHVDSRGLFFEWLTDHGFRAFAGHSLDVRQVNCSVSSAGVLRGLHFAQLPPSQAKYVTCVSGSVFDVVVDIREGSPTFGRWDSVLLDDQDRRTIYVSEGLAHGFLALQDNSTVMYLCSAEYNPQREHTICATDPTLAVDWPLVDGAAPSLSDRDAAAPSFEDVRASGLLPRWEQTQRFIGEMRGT
GlmU inhibition: inhibition of mycobacterial GlmU enzyme – biochemical, glucosamine-1-phosphate acetyltransferase (AID 1376). M. tuberculosis GlmU acetyltransferase enzyme assay; higher % means a stronger effect. inhibition, %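 (tested at 30 µM in the primary screen)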, or IC50 in µM where a hit was titrated. 220,000 tested, 0.25% active; in the data active = inhibition above about 13%;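 note: 0% = complete reaction with vehicle and 100% = reaction without substrate; strong numbers were not always called active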
Active calls of the source: *; / = no result given. Some of the compounds tested, so the mix of outcomes need not match the whole.

SMILES | GlmU inhibition | Mtb RmlCD inh
S=C(Nc1ccc(Cl)cc1Cl)N1CCOCC1 | 1.1% | -9
COc1cccc(C2=NOC(C(=O)Nc3ccccc3SC)C2)c1 (configuration not stated) | -4.9% | /
CC(=O)NNC(=S)NC(=O)c1ccc(C)cc1 | 7.4% | 3
COC(=O)c1ccc(CNC(=O)CNc2cc(C(F)(F)F)ccc2N2CCOCC2)cc1 | -2.3% | 6
CCCNC(=O)COC(=O)c1ccccc1OCC(=O)Nc1ccc(Br)cc1 | 6.4% | /
Cc1nnc(SCC(=O)N(C)c2ccccc2)n1Cc1ccccc1 | -2.3% | -2
O=C(CSc1nc2ccccc2n1Cc1ccc(Cl)cc1)N/N=C/c1ccc(C(=O)O)cc1 | 3.3% | 7
CCO[C@@H]1OC(C(=O)NC2CC2)=C[C@H](c2coc3ccccc3c2=O)[C@H]1CCCO | -4.8% | /
CCCC(=O)c1c(NCCO)cc(C)oc1=O | -0.9% | 4
Cc1nc(CC(=O)c2c(C)cc(O)cc2O)cs1 | -0.2% | /
Cc1ccccc1N1C(=O)NC(=O)/C(=C/c2ccc(N3CCOCC3)o2)C1=O | 8.4% | 18
CC1N=C2c3ccccc3N=C(SCc3cc(=O)n4cc(Cl)ccc4n3)N2C1=O (configuration not stated) | -3.7% | -3
COCCNC(=O)C1CC2Cn3c(nc4cc(C)c(C)cc43)C2N1C (configuration not stated) | 1.3% | /
Cn1c(=O)cc(SCC(=O)N2CCCC2)c2ccccc21 | / | 5
Cc1ccc(S(=O)(=O)N(C(=O)c2ccncc2)c2ccc(OC(=O)c3ccncc3)c3ccccc23)c(C)c1 | -3.9% | -7
CCn1c(SCC(=O)Nc2oc(-c3ccccc3)c(-c3ccccc3)c2C#N)nnc1-c1ccncc1 | -1.5% | 13
CN(C(=O)C1CCC1C(=O)O)c1nc(-c2ccc(Cl)s2)cs1 (configuration not stated) | 0.3% | -1
O=C(O/N=C/c1ccc2c(c1)OCO2)c1ccccc1Cl | 3.7% | 13
O=C(O)c1cccc(N/C(=N\S(=O)(=O)c2ccccc2)c2ccccc2)c1 | 2.3% | -9
O=C(Cc1n[nH]c(=O)[nH]c1=O)N/N=C/c1ccccc1O | 0.1% | /
CSc1ccc(Cl)c(C(=O)OCC(=O)NCC(C)C)c1 | 3.9% | -2
O=C(CSc1nncn1-c1ccccc1)Nc1cc(Cl)cc(Cl)c1 | -0.2% | /
O=C(Nn1cnnc1)c1cc(-c2ccccn2)nc2ccccc12 | 0.4% | 11
Cn1ncc([N+](=O)[O-])c1C(=O)N/N=C/c1c[nH]c2ccccc12 | 7.7% | -7
Cc1ccc(S(=O)(=O)N2CCN(C(=O)c3ccccc3)CC2)c(C)c1NS(C)(=O)=O | 5.4% | 8
O=C(CSc1nnc(C2CC2)n1-c1ccccc1)NCCN1C(=O)CSC1=O | 1.4% | -9
O=C(Nc1nc2ccc(S(=O)(=O)N3CCCC3)cc2s1)c1cccs1 | 12% | 4
C=CCS(=O)(=O)N1CCC(CCOc2ccccc2)(C(=O)OCC)CC1 | -0.4% | /
CN1CCN(CCCNC(=O)c2ccc(/C=C3\Sc4ccccc4N(Cc4ccccc4F)C3=O)cc2)CC1 | -13% | 1
O=c1c2c3c(sc2ncn1-n1cccc1)CCCCC3 | -3.4% | /
O=C(NCCN1CCOCC1)c1ccc(Cl)nc1Cl | -3.3% | 1
CC(C)C(NC(=S)NCc1ccccc1)C(=O)O (configuration not stated) | 2.0% | 7
CN1CCCC(OC(=O)COc2ccc(Br)cc2)C1 (configuration not stated) | -0.9% | /
O=C(N/N=C/C1CC=CCC1)c1ccccc1O (configuration not stated) | 2.8% | 12
O=C1C=C(O)C(n2cncn2)C(c2cc(F)ccc2F)C1 (configuration not stated) | -0.7% | -5
COc1cc(C)nc(N2CCCC(C(=O)Nc3cccc(Cl)c3Cl)C2)n1 (configuration not stated) | 2.8% | /
O=C(Nc1ccccc1)N(CCc1nc2ccccc2[nH]1)C1CCCC1 | 0.5% | 14
CCN(c1ccc(NC(=O)COC(=O)CCc2cc(OC)c(OC)c(OC)c2)cc1)C(C)C | 5.9% | 5
COc1ccccc1CNC(=O)C(NC(=O)c1ccc(C)cc1)C(C)C (configuration not stated) | 1.4% | 16
CCn1cnc2sc(C(=O)O)c(C)c2c1=O | -0.7% | 3
CCOC(=O)c1cc(C)sc1/N=C/C1C(=O)NC(=S)NC1=O | 7.2% | 24
CCN(CC)S(=O)(=O)c1ccc(Cl)c(C(=O)Nc2nnc(C)s2)c1 | -1.8% | /
On1nnc2ccc(C(F)(F)F)cc21 | 8.2% | 20
COc1ccc2c(c1)cc(C(=O)O)n2C | 1.9% | -5
O=C(CN1CCN(c2ccc(F)cc2)CC1)OCc1ccccc1 | 0.7% | 18
Cc1cccc(NC(=O)C2CCCN2C(=O)OCC(C)C)c1C (configuration not stated) | / | -4
Cc1cc(C)cc(C(=O)Nc2ccc(N3CCN(S(C)(=O)=O)CC3)cc2)c1 | 1.6% | -3
Cn1cccc1-c1cc(C(=O)O)[nH]n1 | 2.2% | /
CC12CCC(C(=O)N(NC(=O)c3ccccc3O)C1=O)C2(C)C (configuration not stated) | 7.5% | 12
O=P(NS(=O)(=O)c1ccc(Br)cc1)(Oc1ccccc1)Oc1ccccc1 | 2.5% | -8
Cc1cc(-c2nc3ncccc3o2)ccc1N | 2.5% | /
Cc1cccc(-n2ncc3c(Nc4ccc(F)cc4)ncnc32)c1 | -2.1% | /
CC(C)C1N(C(N)=S)N=CC1(C)C (configuration not stated) | 1.5% | 12
COc1ccc2[nH]c(=O)c(CN(C(=O)C3CCCO3)c3ccc(C)cc3)cc2c1 (configuration not stated) | -2.0% | 7
CCc1ccc(N2C(=O)C3C(C2=O)N2CCCN2C3c2ccccc2)cc1 (configuration not stated) | -2.6% | 10
Cc1ccc(C(=O)OCC(=O)Nc2ccc(N(C)C)cc2)cc1NC(=O)c1ccco1 | 0.6% | /
c1ccc(Oc2cccc(NC3=NCCC3)c2)cc1 | -8.0% | 9
ON1C(c2ccc(Cl)cc2Cl)N(O)[C@H]2CCCC[C@H]21 (some centres not stated) | -2.5% | -8
O=C(NC(=S)NCC1CCCO1)c1ccccc1Br (configuration not stated) | 2.2% | -7
O=C(c1ccco1)c1nc2c(n1O)CCCCC2 | -4.5% | 6

Continued.
SMILES | GlmU inhibition | Mtb RmlCD inh
CN1C(C)(C)CC(=NOC(=O)c2ccccc2)CC1(C)C | 5.7% | -11
Cc1sc2c(c1C)CN(Cc1ccncc1)CN2C(=O)c1ccco1 | -3.0% | -4
Cn1c(SCc2cccc3ccccc23)nnc1-c1ccco1 | 1.8% | -7
O=C(c1ccc(Br)o1)N(c1ccccn1)C1CCCCC1 | -3.2% | -11
O=Cc1ccc(-c2ccccc2C(=O)O)o1 | 8.7% | 14
Cc1ccc(CNC(=O)c2c(C)cc(=O)oc2C)cc1 | 6.1% | 0
CCc1cccc(NC(=O)Cn2cccc2)c1 | 4.0% | 5
Cc1cc(C(C)C)n2c(nc3ccccc32)c1C#N | 9.4% | -8
COC(=O)C1Sc2[nH]c(=O)sc2C2c3ccccc3OC(=O)C12 (configuration not stated) | 2.0% | 9
CCN1CCN(C(=O)c2nn(-c3ccccc3)c(=O)c3ccccc23)CC1 | 3.1% | 26
COc1ccccc1-c1nc(S(=O)(=O)c2ccc(Cl)cc2)c(N(C)C)o1 | 2.8% | -4
Cc1cc(-c2n[nH]c(=S)n2Cc2ccco2)nn1C | 0.2% | /
Cc1cc(C)cc(N(C(=O)C2CCCC2)C2C=CS(=O)(=O)C2)c1 (configuration not stated) | -2.8% | 3
Cc1ccc(C)c(S(=O)(=O)Nc2cc(SCC(=O)O)c(O)c3ccccc23)c1 | 5.3% | -12
O=C(CN(C1CCCCC1)S(=O)(=O)c1ccccc1)N1CCCC1 | 1.0% | 6
CO/N=C/c1ccc(N2CCCC2)c([N+](=O)[O-])c1 | -5.4% | -8
O=C(Nc1ccccc1Cl)OCc1cncs1 | -7.0% | -1
CC(C)(C)OC(=O)N[C@@H](Cc1c[nH]c2ccccc12)c1nnc(SCC(N)=O)o1 | 5.6% | 68
Cc1ccc(-n2nc3c(c2NC(=O)c2cccs2)CSC3)cc1 | 20%* | -13
COc1ccc(/C=N/NC(=O)c2ccoc2C)cc1O | 3.1% | 2
CC(C)CC(=O)Nc1ccc(C(=O)Nc2cccc(O)c2)cc1 | 1.0% | -11
CC(C)(Oc1cccc2ccccc12)C(=O)O | -3.1% | /
O=S(=O)(c1ccccc1)c1cnn2c(C(F)(F)F)cc(-c3ccc(F)cc3)nc12 | -1.9% | /
CCOC(=O)C1=C(C)N(CCCC(=O)O)C(=O)NC1c1ccc([N+](=O)[O-])cc1 (configuration not stated) | 2.8% | /
CCn1c2ccccc2c2cc(/C=N/NC(=O)c3ccc(O)cc3)ccc21 | -3.6% | -6
CCN(CC)CC(C(=O)N(CC)CC)P(=O)(c1ccccc1)c1ccccc1 (configuration not stated) | 0.8% | /
O=C(NCCOc1ccc2ccccc2c1)c1cncc(Br)c1 | 3.5% | 37
Cc1nnc2sc(SCC(=O)Nc3ccc(Cl)cc3)nn2c1=O | 5.6% | -8
CCOC(=O)C(=O)N(Nc1ccccc1C)c1ccccc1C | 3.7% | -9
O=C(C[n+]1ccc(/C=C/c2ccccc2)cc1)c1ccc2c(c1)OCCO2 | -3.8% | -11
CC(C)[C@H]1C=C(C(=O)O)O[C@@H](OCc2ccc(CO)cc2)C1 | 2.9% | /
CCCCc1nc(Cl)c(C#N)c2c1CCC2 | 0.9% | /
Cc1ccc(Cn2c(C3CCCN3c3nc(C)cs3)nc3cc(C(=O)NCCCO)ccc32)cc1 (configuration not stated) | -1.8% | /
COCCCn1cnc2c(c1=O)c1nc3ccccc3nc1n2CCc1ccccc1 | / | -6
O=C(c1cc(COc2ccc(F)cc2Cl)on1)N1CCCC(OCc2cccnc2)C1 (configuration not stated) | 3.3% | 3
O=C(CNc1cccc(S(=O)(=O)N2CCOCC2)c1)N1CCc2ccccc21 | -1.5% | 14
BrCC1C[n+]2c(SCc3ccccc3)nc3sc4c(c3c2O1)CCCC4 (configuration not stated) | 2.5% | 3
CNc1cc(F)nc(F)n1 | 5.3% | -1
CC(=O)c1c(C)nc2ccc(Br)cc2c1C(=O)O | -1.3% | 10
CCn1c(COc2cccc(C)c2)nnc1SCC(=O)N1CCCC1 | 2.5% | /

5 of the compounds above, with values under each structure.
Screens in order – GlmU inhibition	Mtb RmlCD inh
O=S(=O)(c1ccccc1)c1cnn2c(C(F)(F)F)cc(-c3ccc(F)cc3)nc12
    -1.9%	/
CCOC(=O)C1=C(C)N(CCCC(=O)O)C(=O)NC1c1ccc([N+](=O)[O-])cc1 (configuration not stated)
    2.8%	/
CCn1c2ccccc2c2cc(/C=N/NC(=O)c3ccc(O)cc3)ccc21
    -3.6%	-6
CCN(CC)CC(C(=O)N(CC)CC)P(=O)(c1ccccc1)c1ccccc1 (configuration not stated)
    0.8%	/
O=C(NCCOc1ccc2ccccc2c1)c1cncc(Br)c1
    3.5%	37

Compound profiles (already shown):
Profile of `O=C(CNc1cccc(S(=O)(=O)N2CCOCC2)c1)N1CCc2ccccc21` : GlmU inhibition = -1.5%; Mtb RmlCD inh = 14
Profile of `O=C(C[n+]1ccc(/C=C/c2ccccc2)cc1)c1ccc2c(c1)OCCO2` : GlmU inhibition = -3.8%; Mtb RmlCD inh = -11
Profile of `CCOC(=O)C1=C(C)N(CCCC(=O)O)C(=O)NC1c1ccc([N+](=O)[O-])cc1` (configuration not stated) : GlmU inhibition = 2.8%; Mtb RmlCD inh = /

Next section:
SMILES | GlmU inhibition | Mtb RmlCD inh
CC(C)CC(C)NNC(=O)c1cc2ccccc2[nH]1 (configuration not stated) | -0.9% | -1
O=C(Cn1ccc([N+](=O)[O-])n1)NCc1nc2ccccc2[nH]1 | -3.1% | -2
CCNC(=S)NNC(=O)c1cccn(Cc2ccc(Cl)cc2Cl)c1=O | 0.3% | -2
CCOc1ccc(CN2CCN(C/C=C/c3ccc(OC)cc3)CC2CCO)cc1 (configuration not stated) | -0.2% | 7
Cc1cccc(C(=O)NC(=S)Nc2ccccc2C(=O)O)c1 | 1.8% | /
CC1CC(C)CN(C(=O)CN2CCN(Cc3ccc(Cl)cc3)C2=O)C1 (configuration not stated) | -1.1% | 8
CCNc1ccc(S(=O)(=O)N(C)C)cc1[N+](=O)[O-] | -4.4% | 7
NCCSc1c(-c2ccc(Cl)cc2)[nH]c2ccccc12 | -4.0% | /
Cc1ccc(Nc2nc(N)c([N+](=O)[O-])c(NCc3ccco3)n2)cc1 | -4.4% | -11
COc1cccc(C(=O)CN2CCC(NC(=O)NC3CCCCC3)CC2)c1 | 1.0% | -6
C/C(=N\Nc1nc2ccccc2[nH]1)c1ccc2c(c1)OCCO2 | -7.0% | -6
O=C(CN(C(=O)Cn1nnc(-c2cccs2)n1)c1ccc2c(c1)OCCO2)NCc1ccccc1 | 5.5% | /
